Compound activity (PubChem)
D1 potentiator = potentiators of human D1 dopamine receptor; 360,000 tested, 0.036% active; potentiation, % at 10 µM; P21728; HEK293 TREx D1 cells, calcium flux, dopamine EC20 potentiation; AID 504651; in the data active = potentiation above about 30%; also: 0% is about no effect
Target sequence (P21728 whole entry, looked up): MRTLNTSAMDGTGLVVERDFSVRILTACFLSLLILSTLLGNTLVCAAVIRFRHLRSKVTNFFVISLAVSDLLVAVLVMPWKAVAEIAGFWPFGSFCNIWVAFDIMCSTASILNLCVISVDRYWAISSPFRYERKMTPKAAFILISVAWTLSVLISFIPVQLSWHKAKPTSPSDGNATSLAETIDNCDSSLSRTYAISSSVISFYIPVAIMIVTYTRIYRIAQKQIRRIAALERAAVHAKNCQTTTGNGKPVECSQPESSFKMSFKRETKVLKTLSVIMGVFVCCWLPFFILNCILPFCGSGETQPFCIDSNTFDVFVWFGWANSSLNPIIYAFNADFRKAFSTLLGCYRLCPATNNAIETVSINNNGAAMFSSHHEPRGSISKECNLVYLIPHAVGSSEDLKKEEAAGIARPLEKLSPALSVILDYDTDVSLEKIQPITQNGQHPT
D1 antagonist = antagonists of human D1 dopamine receptor; P21728; HEK293 TREx D1 cells, calcium flux, dopamine EC80; active compounds read low; activity change, negative = inhibition, % at 10 µM; 360,000 tested, 3.2% active; AID 504652; in the data active = activity change below about -30%; also: % is scaled to controls: 0 for no effect and ±100 for the full control effect
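Antagonism measured as reduced calcium response to an EC80 dopamine addition following 180 s compound pre-read; cells were inducible HEK293 Trex D1 plated overnight at 30 C, read kinetically at 1 cycle/sec.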
Vif-A3G inh = blocks the Vif interaction with human APOBEC3G; Q9HC16; HeLa A3G-eYFP + Vif (tagged APOBEC3G with the HIV-1 protein that degrades it), YFP fluorescence, overnight; Potency, µM (doses to about 46.1 µM), inactives show at the highest dose activity, negative = active, usual class: inhibitors; 410,000 tested, 0.076% active; AID 602310;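 also: potency is read from the fitted curve at half-maximal effect; % is scaled to controls: 0 for no effect and ±100 for the full control effect; nearly all actives have a fitted effect of over 60% in size; hits raise eYFP signal because A3G escapes Vif-driven loss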
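Read-out is eYFP fluorescence (Ex 488/Em 500-530) from Vif-expressing HeLa A3G-eYFP cells; more signal means A3G escaped Vif-mediated degradation. Cells plated overnight, compound pinned in, incubated overnight at 37 deg C.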
Vif-A3F inh = inhibitors of Vif-A3F interaction. HeLa A3F-eYFP + Vif (tagged APOBEC3F with the HIV-1 protein that degrades it), YFP fluorescence increase. Potency, µM (top dose mostly 46.1 µM), without a hit: at the top dose activity, negative = active. 390,000 tested, 0.2% active. AID 602313; also: potency is read from the fitted curve at half-maximal effect; % of control where 0% means no effect; nearly all actives have a fitted effect of over 65% in size
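Fluorescence increase (Ex 488/Em 500-530) after overnight compound treatment at 37 deg C flags inhibition of Vif-driven A3F-eYFP loss in stable HeLa A3F-eYFP/Vif cells seeded overnight beforehand.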
Glioma ERSR ind = ER stress response induction in glioma; U87-MG GRP78 promoter luciferase reporter, 16 h; Potency, µM, without a hit: at the top dose activation, actives largely listed as activators; 420,000 tested, 0.02% active; AID 602332; also: potency is read from the fitted curve at half-maximal effect; series mostly up to about 76 µM; % of control where 0% means no effect; nearly all actives have a fitted effect of over 35% in size
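ERSR induction read as luciferase luminescence (Bright-Glo, 10 min at room temperature) in stably transfected human U87-MG glioma cells exposed to compounds for 16 h, using GRP78 as sensor.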
D2 PAM = positively modulates the human D2 dopamine receptor allosterically; HEK293 T-REx D2, calcium flux, EC20 dopamine potentiation; P14416; potentiation, % at 10 µM; 340,000 tested, 0.34% active; AID 485347;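 active = potentiation over 3 SD above the plate norm, cut at about 30% in these data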; also: 0% is about no effect
Target sequence (P14416 whole entry, looked up): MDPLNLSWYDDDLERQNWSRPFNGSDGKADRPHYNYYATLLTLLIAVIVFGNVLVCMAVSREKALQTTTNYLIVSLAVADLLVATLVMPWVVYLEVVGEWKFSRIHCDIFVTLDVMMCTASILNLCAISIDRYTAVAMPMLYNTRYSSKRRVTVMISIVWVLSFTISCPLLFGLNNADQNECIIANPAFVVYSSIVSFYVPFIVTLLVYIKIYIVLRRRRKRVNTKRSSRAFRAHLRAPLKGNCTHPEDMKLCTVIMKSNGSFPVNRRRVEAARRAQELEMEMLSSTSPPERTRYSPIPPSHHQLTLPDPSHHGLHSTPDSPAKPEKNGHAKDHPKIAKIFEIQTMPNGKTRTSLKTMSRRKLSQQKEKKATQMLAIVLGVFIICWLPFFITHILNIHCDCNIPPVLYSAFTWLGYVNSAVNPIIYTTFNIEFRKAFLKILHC
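Calcium flux readout, no-wash dye, 1 read/s. Inducible HEK293 Trex D2 line, overnight 30 C. Compound alone 180 s (agonist flags), then EC20 dopamine, another 180 s to score potentiation.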
RXFP1 antagonist = blocks the human relaxin receptor RXFP1; HEK293-RXFP1, relaxin-stimulated cAMP HTRF, 30 min; active compounds read low; activity change, negative = inhibition, % at 57.5 µM; 350,000 tested, 0.59% active; AID 1259400;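 active = activity change of -60% or lower, but not beyond a set lower limit; inconclusive = change between -60% and -40%, or beyond the set limit; inactive = change above -40%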; also: % is scaled to controls: 0 for no effect and ±100 for the full control effect
D1 agonist = agonists of human D1 dopamine receptor. 360,000 tested, 1% active. P21728. activation, % at 2 µM. HEK293 T-REx D1 cells, calcium flux, agonist mode; in the data active = activation above about 30%; also: 0% is about no effect
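Tetracycline-induced HEK293 TREx D1 cells, force-coupled to calcium signalling, were dye-loaded with a no-wash calcium kit. Compound was pin-added after a 10 s baseline. Fluorescence was read kinetically at 1 cycle/s for 180 s, with calcium rises flagged as agonism.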
RXFP1 agonist = agonists of human relaxin receptor RXFP1; Q9HBX9; HEK293T-RXFP1 cAMP TR-FRET, 30 min; response scale: percent of porcine relaxin response, buffer zero; Potency, µM (top dose mostly 57.5 µM), without a hit: top-dose activation, usual class: activators; 370,000 tested, 0.3% active; AID 2676; also: potency is read from the fitted curve at half-maximal effect; % is scaled to controls: 0 for no effect and ±100 for the full control effect; nearly all actives have a fitted effect of over 60% in size; many of its hits are not listed in these tables
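HEK293 cells stably expressing RXFP1, treated 30 min at 37C with compounds plus PDE4 inhibitor Ro 20174; cAMP measured by HTRF TR-FRET. Normalized to buffer and 29 nM porcine relaxin; EC50 by Hill fit.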
The depositor's hits bear a star; ? = inconclusive; . = no result given; & = joins results of further samples. Unless noted, calls follow the shape of the dose curve; as a rule, active = well fitted curve in the direction sought with a large enough effect; inconclusive = small, poorly fitted or top-dose-only effect, or another doubt; inactive = no such curve, though single readings can be large; an effect the other way counts as inactive or inconclusive.

Every second line gives: D1 antagonist, Vif-A3F inh, D1 potentiator, Glioma ERSR ind, D2 PAM, D1 agonist, Vif-A3G inh, RXFP1 antagonist, RXFP1 agonist
> Cc1ccc2cc(CCNC(=O)c3ccc(S(=O)(=O)N4CCOCC4)cc3)c(=O)[nH]c2c1C
→ -16, 1%, 1, -4%, 8, 4, -3%, -11, -2.6%
> Cc1ccc(N(C)S(=O)(=O)c2cccc(C(=O)Nc3ccc(N4CCOCC4)cc3)c2)cc1
→ -39*, -10%, -7, -4%, -11, 3, -12%, 6, -2.6%
> Clc1ncn(C23CC4CC(CC(C4)C2)C3)n1
→ 26, 6%, 12, -2%, 6, 1, 3%, -4, 1.3%
> CC(C)c1c(C(=O)N/N=C/c2ccoc2)nnn1-c1nonc1N
→ 5, -5%, 6, 1%, -2, 16, -3%, -14, -0.6%
> COc1ccc(-c2nn(-c3ccccc3)cc2/C=C(/C#N)C(N)=O)cc1[N+](=O)[O-]
→ 6, -2%, -3, -4%, 12, 1, -1%, 6, -0.1%
> COc1ccc(C2(CNC(=O)C(=O)Nc3ccc(C)cc3)CCOCC2)cc1
→ 6, 8%, 0, 2%, 9, 3, 2%, 4, -0.5%
> COc1ccc(CCNC(=O)c2c(O)c3ccccc3[nH]c2=O)cc1
→ -5, 1%, -6, -5%, ., 2, -1%, -5, 4.7%
> O=C(Nc1c2n(c(=S)n(-c3ccccc3)c1=O)CCCCC2)c1ccccc1
→ 3, 8%, 2, -3%, -14, 3, -3%, -3, 0.6%
> COc1ccc(OC)c(Nc2nc(=O)c3cccnc3s2)c1
→ 4, 2%, 8, 4%, 16, 2, -7%, -3, 1.0%
> C=C1CCN([C@H](C(=O)NCc2ccccc2)C(C)C)S(=O)(=O)c2ccccc21
→ 12, 2%, -8, -1%, 10, 1, -1%, ., -1.3%
> COc1cccc(-c2noc(C3CC(=O)N(c4ccc(F)cc4)C3)n2)c1OC (stereo not given)
→ -12, 2%, 0, 3%, 2, 6, -1%, -11, 0.8%
> COc1ccc(C(=O)Nc2ccc(NC(=O)c3ccco3)cc2)cc1
→ -25, 1%, -6, -7%, 7, 5, -8%, ?, -1.6%
> CCOC(=O)c1ccc(NC(=O)C2(c3ccc(Cl)cc3)CCCC2)cc1
→ ., 0%, ., -4%, ., ., 5%, -10, -1.0%
> NC(=O)CC(NC(=O)Cc1cccc2ccccc12)c1ccc(NCCc2ccccc2F)c([N+](=O)[O-])c1 (stereo not given)
→ -5, ?, -3, -2%, 17, 5, ?, ., -3.0%
> Clc1cccc(Cl)c1C1Nc2cccc3cccc(c23)N1
→ -11, ?, -5, 7%, 0, 2, 0%, ?, 6.0%
> Cc1ccc(C(=O)Nc2ccccc2C(=O)O)cc1S(=O)(=O)NC1CCCCC1
→ -1, 0%, -2, 6%, 8, 1, -6%, -17, 1.7%
> CC1(C)Cc2c(sc3nnn(Cc4ccccc4)c(=O)c23)CO1
→ -3, -9%, -8, -2%, 4, 12, -7%, 16, 0.0%
> CCOC(=O)c1ccccc1NC(=S)N1CCC(C)CC1
→ 6, 2%, -1, -2%, 5, 1, -1%, 2, 4.1%
> NC(=O)C1CC=CCC1C(=O)OCC(Cl)=C(Cl)Cl (stereo not given)
→ 3, 2%, -1, -4%, 4, 4, 1%, 11, -0.1%
> COc1cccc(C(CC(=O)NCc2ccco2)NS(=O)(=O)c2ccc(C)cc2)c1OC (stereo not given)
→ -4, 2%, -5, 4%, -2, 4, 1%, -10, -0.8%
> COc1ccccc1N1CCN(CCCNC(=O)c2cnn(-c3cccc(Cl)c3)c2C2CCN(C(=O)OC(C)(C)C)CC2)CC1
→ -31*, 6%, -5, -6%, -22, 10, -16%, ?, 0.6%
> COc1ccc(S(=O)(=O)N2CCSCC2)cc1C(N)=O
→ -24, 9%, -4, -6%, 8, -3, 1%, 9, -1.6%
> COC(=O)c1c(C)n(-c2ccccc2)c2ccc(O)cc12
→ ., -4%, ., 1%, ., ., ?, -13, -1.5%
> Cc1c(NS(=O)(=O)c2cccc(C(=O)NCc3cccc(Cl)c3)c2)c(=O)n(-c2ccccc2)n1C
→ ., -9%, ., -1%, ., ., -9%, -1, .
> CCCOc1ccc(CCCN=C(N)N)cc1Cl
→ -17, -1%, -7, 0%, -15, 2, 1%, -6, -0.8%
> O=C(Nc1ccc(Oc2nnc(-c3ccccc3)c3ccccc23)cc1)c1ccccc1
→ 20, -16%, -1, -1%, 0, 5, 0%, -4, -0.4%
> Cc1cccc(N(CC(=O)Nc2ccccc2-c2ccccc2)S(=O)(=O)c2ccccc2)c1C
→ -16, 3%, -3, -3%, 5, 7, 0%, -2, -1.1%
> CCCCc1nnc(NC(=O)C2=COCCO2)s1
→ 5, -5%, 1, -8%, 4, 1, -4%, 0, 3.3%
> COC(=O)N(NC(=O)C(O)(c1ccccc1)c1ccccc1)c1ccccc1
→ 11, -2%, -6, -1%, -2, 4, -1%, 0, 1.9%
> COc1cccc(N2CC(C(=O)OC(C)C(=O)c3ccccc3)CC2=O)c1 (stereo not given)
→ 9, -5%, -1, -4%, 4, 3, 2%, -8, -0.3%

Next structures.
Every second line gives: D1 antagonist, Vif-A3F inh, D1 potentiator, Glioma ERSR ind, D2 PAM, D1 agonist, Vif-A3G inh, RXFP1 antagonist, RXFP1 agonist
> COc1ccc(C(=O)Nc2cccnc2)cc1C(=O)Nc1cccnc1
→ 2, -1%, -1, -3%, -5, -1, 0%, ., -0.1%
> CC(=O)c1ccc(S(=O)(=O)NC2CC(=O)N(c3ccc(C)cc3)C2)cc1 (stereo not given)
→ -17, 1%, 0, -3%, -7, 6, 0%, -12, 1.3%
> CCc1ccccc1NC(=O)COc1cccc(-n2cnnn2)c1
→ -20, -19%, ., -2%, 13, 44*, 2%, -12, -0.5%
> CCOC(=O)c1sc(=NC(=O)CCSc2ccccc2)n(C)c1C
→ 7, 4%, -4, 1%, ., 1, -5%, -21, 10%
> CC(C)N(Cc1ccccc1)C(=O)Cn1ncc2c([nH]c3ccccc32)c1=O
→ 0, 1%, -3, -4%, -7, -1, 0%, -3, -0.5%
> CC12C(=O)N(c3ccccn3)C(=O)C1C1C=CC2C1 (stereo not given)
→ 13, -4%, ., -3%, 0, 24, -1%, 24, 0.5%
> COc1cc(OC)cc(C(=O)N[C@H](C(=O)Nc2nc(-c3ccc(OC)c(OC)c3)cs2)C(C)C)c1
→ 1, -3%, -4, -4%, -22, 3, -12%, 1, 0.0%
> CCN(CC)CCCCCCCCOC(=O)c1cc(OC)c(OC)c(OC)c1
→ 29, -5%, 1, 1%&-2%&-4%&-5%, -10, 5, 4%, ., 1.3%
> Cc1cccc(C(=O)OCC(=O)N2CCN(C(=O)c3ccco3)CC2)c1O
→ ., 1%, ., -1%, ., ., -5%, 0, .
> O=C(COC(=O)CCC(=O)c1ccc(F)cc1)NCc1ccccc1Cl
→ ., -4%, ., -5%, ., ., 1%, 8, .
> COc1cc(OC)c(Nc2nc3ccccc3nc2-n2nc(C)cc2C)cc1Cl
→ 3, ?, -4, -4%, 4, 5, -6%, -8, -0.3%
> CC(C)Cc1nc2sc3c(c2c(=O)n1N)CC(C(C)C)OC3 (stereo not given)
→ 2, 10%, -6, -2%, 10, 1, 1%, 7, 1.6%
> Cc1ccc(C)c(NC(=O)c2ccc3c(O)c(S(=O)(=O)c4ccc(Cl)cc4)c(=O)[nH]c3c2)c1
→ -20, 3%, -4, -3%, -4, 3, 3%, -2, 0.9%
> COc1ccccc1C(OC(=O)c1cccs1)C(=O)NCc1ccco1 (stereo not given)
→ -21, 2%, -3, 2%, 4, 3, -1%, -8, -0.3%
> C#Cc1ccc(C(=O)NCc2ccc(N3CCCC3=O)cc2)cc1
→ -32*, -2%, -8, -4%, 8, 6, -3%, 6, 1.1%
> CCN(C(=O)C1CCCN1S(=O)(=O)c1ccc2c(c1)n(C)c(=O)c(=O)n2C)c1ccccc1 (stereo not given)
→ 0, 2%, -2, -4%, -9, 3, 3%, -21, 7.4%
> Cn1c(=O)c2c(ncn2CCOc2ccc(F)cc2)n(C)c1=O
→ -14, 5%, -10, -4%, -5, 8, 0%, -12, ?
> COc1cccc(CNC(=O)CCCc2c[nH]c3ccccc23)c1
→ 6, -3%, -2, 2%, -5, 3, -4%, -3, -0.4%
> CCc1ccc2c(c1)NC(c1cccs1)=NC(c1ccc(F)cc1)=N2
→ -3, ., 1, ., 18, 3, ., -21, -0.8%
> Cc1cccc(C(=O)Nc2cc(S(=O)(=O)N3CCOCC3)ccc2N2CCCC2)c1
→ -2, 7%, -5, 7%, -7, 5, 1%, -5, 0.8%
> Cc1ccc(C2(C)NC(=O)N(CC(=O)NCc3cccc(Cl)c3)C2=O)cc1 (stereo not given)
→ -5, 12%, -2, -6%, 14, 2, 0%, -1, 2.5%
> CCc1cc(=O)[nH]c(SCC(=O)Nc2ccc3c(c2)OCCO3)n1
→ 2, -6%, 3, -4%, -5, 3, 0%, -5, -0.8%

Part of the list above in order of formula weight, lowest first:
Every second line gives: D1 antagonist, Vif-A3F inh, D1 potentiator, Glioma ERSR ind, D2 PAM, D1 agonist, Vif-A3G inh, RXFP1 antagonist, RXFP1 agonist
> CC12C(=O)N(c3ccccn3)C(=O)C1C1C=CC2C1 (stereo not given)
→ 13, -4%, ., -3%, 0, 24, -1%, 24, 0.5%
> Cn1c(=O)c2c(ncn2CCOc2ccc(F)cc2)n(C)c1=O
→ -14, 5%, -10, -4%, -5, 8, 0%, -12, ?
> CCc1ccccc1NC(=O)COc1cccc(-n2cnnn2)c1
→ -20, -19%, ., -2%, 13, 44*, 2%, -12, -0.5%
> CCOC(=O)c1sc(=NC(=O)CCSc2ccccc2)n(C)c1C
→ 7, 4%, -4, 1%, ., 1, -5%, -21, 10%

Pulled by compound from the list above (2):
Every second line gives: D1 antagonist, Vif-A3F inh, D1 potentiator, Glioma ERSR ind, D2 PAM, D1 agonist, Vif-A3G inh, RXFP1 antagonist, RXFP1 agonist
> CCN(CC)CCCCCCCCOC(=O)c1cc(OC)c(OC)c(OC)c1
→ 29, -5%, 1, 1%&-2%&-4%&-5%, -10, 5, 4%, ., 1.3%
> CCN(C(=O)C1CCCN1S(=O)(=O)c1ccc2c(c1)n(C)c(=O)c(=O)n2C)c1ccccc1 (stereo not given)
→ 0, 2%, -2, -4%, -9, 3, 3%, -21, 7.4%

A portion of the library (hit frequency here may not be typical).
